Mtb BioA inh – BioA (M. tuberculosis) enzyme inhibition. purified M. tuberculosis BioA enzyme, plate reader. inhibition, % at 9.99 µM. 360,000 compounds, 0.096% hits. AID 602481; in the data active = inhibition above about 40%; inconclusive = no clear call, values can overlap the other calls
TcdB inh – blocks C. difficile toxin B glycohydrolase activity; TcdB glycohydrolase enzymatic assay, plate reader; P18177; 350,000 compounds, 0.24% hits; inhibition, % at 9.99 µM; in the data active = inhibition above about 10%
Target sequence (P18177 whole entry, looked up): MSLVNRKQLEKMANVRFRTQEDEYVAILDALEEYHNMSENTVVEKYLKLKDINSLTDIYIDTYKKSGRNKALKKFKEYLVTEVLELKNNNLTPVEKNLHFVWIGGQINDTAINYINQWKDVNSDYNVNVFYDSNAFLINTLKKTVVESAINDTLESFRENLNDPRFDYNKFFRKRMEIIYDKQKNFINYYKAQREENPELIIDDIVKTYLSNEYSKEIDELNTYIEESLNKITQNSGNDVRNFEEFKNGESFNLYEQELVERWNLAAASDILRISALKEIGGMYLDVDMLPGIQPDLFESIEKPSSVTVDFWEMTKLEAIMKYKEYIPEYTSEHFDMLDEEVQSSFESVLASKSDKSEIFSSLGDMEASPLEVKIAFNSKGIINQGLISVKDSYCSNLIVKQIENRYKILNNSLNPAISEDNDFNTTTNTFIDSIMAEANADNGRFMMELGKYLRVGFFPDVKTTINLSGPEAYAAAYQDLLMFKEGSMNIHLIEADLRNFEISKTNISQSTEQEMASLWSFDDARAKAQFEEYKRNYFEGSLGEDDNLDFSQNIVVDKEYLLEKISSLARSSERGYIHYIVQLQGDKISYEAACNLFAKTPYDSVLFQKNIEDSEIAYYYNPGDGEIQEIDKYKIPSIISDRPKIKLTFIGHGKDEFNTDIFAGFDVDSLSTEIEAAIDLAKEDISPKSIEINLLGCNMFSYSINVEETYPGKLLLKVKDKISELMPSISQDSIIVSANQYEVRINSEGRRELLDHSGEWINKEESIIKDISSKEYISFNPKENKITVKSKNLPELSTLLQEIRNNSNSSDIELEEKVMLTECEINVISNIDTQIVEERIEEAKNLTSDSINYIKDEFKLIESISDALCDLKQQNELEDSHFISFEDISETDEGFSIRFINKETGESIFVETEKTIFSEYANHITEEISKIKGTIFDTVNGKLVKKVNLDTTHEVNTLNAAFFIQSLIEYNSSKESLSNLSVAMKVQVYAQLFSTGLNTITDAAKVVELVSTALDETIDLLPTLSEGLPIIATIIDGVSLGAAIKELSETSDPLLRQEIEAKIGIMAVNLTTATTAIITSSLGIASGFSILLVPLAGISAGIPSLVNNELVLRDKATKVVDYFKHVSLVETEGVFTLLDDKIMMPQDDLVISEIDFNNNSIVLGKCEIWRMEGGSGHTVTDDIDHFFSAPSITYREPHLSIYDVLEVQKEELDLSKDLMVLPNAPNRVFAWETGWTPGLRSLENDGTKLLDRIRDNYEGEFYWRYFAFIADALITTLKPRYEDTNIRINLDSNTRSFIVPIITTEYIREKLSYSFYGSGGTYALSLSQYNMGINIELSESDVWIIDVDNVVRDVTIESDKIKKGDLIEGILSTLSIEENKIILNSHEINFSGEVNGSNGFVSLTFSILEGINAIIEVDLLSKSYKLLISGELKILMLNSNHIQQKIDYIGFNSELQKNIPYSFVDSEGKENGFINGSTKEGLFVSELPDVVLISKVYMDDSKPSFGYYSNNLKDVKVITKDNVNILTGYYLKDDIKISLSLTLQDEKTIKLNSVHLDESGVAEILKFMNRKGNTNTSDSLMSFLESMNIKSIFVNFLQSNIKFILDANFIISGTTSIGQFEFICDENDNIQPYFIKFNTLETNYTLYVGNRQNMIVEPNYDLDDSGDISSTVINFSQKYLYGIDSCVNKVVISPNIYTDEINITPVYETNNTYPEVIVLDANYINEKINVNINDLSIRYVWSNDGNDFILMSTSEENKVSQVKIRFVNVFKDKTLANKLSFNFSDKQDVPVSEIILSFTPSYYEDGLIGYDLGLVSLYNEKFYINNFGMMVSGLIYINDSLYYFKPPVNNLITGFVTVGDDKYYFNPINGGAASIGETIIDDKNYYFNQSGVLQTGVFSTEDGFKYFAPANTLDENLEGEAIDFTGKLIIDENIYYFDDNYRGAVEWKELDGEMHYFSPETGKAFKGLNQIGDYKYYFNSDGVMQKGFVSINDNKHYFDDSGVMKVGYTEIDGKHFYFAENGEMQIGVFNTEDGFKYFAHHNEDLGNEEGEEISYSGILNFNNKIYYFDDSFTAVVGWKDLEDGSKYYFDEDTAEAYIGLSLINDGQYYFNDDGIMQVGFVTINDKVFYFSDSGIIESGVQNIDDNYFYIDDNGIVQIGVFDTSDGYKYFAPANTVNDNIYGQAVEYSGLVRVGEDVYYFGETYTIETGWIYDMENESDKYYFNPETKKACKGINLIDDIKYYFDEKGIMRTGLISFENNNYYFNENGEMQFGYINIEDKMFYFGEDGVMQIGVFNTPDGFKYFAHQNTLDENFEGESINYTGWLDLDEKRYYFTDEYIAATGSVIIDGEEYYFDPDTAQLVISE
GDH-TPI inh – GDH-TPI coupled enzyme inhibition counter-screen. inhibition, % at 4.8 µM. GDH-TPI coupled enzyme counterscreen, NADH absorbance. 360,000 compounds, 1.2% hits; in the data active = inhibition above about 30%;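 also: 0% = DMSO wells and 100% = wells lacking the enzyme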
FadD28 FP inh – M. tuberculosis FadD28 bisubstrate binding inhibition; AID 588549; inhibition, % at 12.5 µM; 360,000 compounds, 0.22% hits; FadD28 bisubstrate probe binding, fluorescence polarization; in the data active = inhibition above about 8.5%, passing the limit was not always enough; inconclusive = no clear call, values can overlap the other calls
UGM FP inh – inhibitors of M. tuberculosis UDP-galactopyranose mutase; purified UGM, fluorescence polarization probe displacement; AID 504406; 320,000 compounds, 0.06% hits; inhibition, % at 10 µM; P9WIQ1; in the data active = inhibition above about 10%, passing the limit was not always enough; inconclusive = no clear call, values can overlap the other calls
Vc quorum ag – inducers of Vibrio cholerae quorum light production without autoinducers | V. cholerae BH1578 lux reporter, luminescence, 6 h | activation, % at 18.7 µM | 350,000 compounds, 0.16% hits | AID 588436; in the data active = activation mostly above about 9.7%, no sharp cut-off; inconclusive = no clear call, values can overlap the other calls; inactive = mostly below about 3.7%; also: not every result past the cut was called active; inactives centre near 0; reference of the scale not given here
Yp Topo-I inh – blocks Yersinia pestis topoisomerase I activity | AID 504884 | activity, % at 10 µM | Y. pestis Topo-I cleavage product accumulation, plate reader | 360,000 compounds, 0.064% hits; in the data active = activity above about 50%, passing the limit was not always enough; inconclusive = no clear call, values can overlap the other calls; also: inactives centre near 2
PfHsp40 rescue – compounds rescuing yeast from Plasmodium falciparum HSP40 toxicity; 340,000 compounds, 0.68% hits; AID 504582; growth rescue, % at 12.5 µM; S. cerevisiae expressing PfHsp40, growth rescue, ATP luminescence; in the data active = growth rescue above about 28%, passing the limit was not always enough; inconclusive = no clear call, values can overlap the other calls;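 also: yeast W303a lacking pdr1 and pdr3 grown in galactose medium; growth measured after three days at 30 °C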
FBA Mtb inh – inhibits M. tuberculosis FBA enzyme | purified M. tuberculosis FBA, fluorescence read-out | inhibition, % at 1 µM | 360,000 compounds, 2.3% hits | AID 588726; in the data active = inhibition above about 27%;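 also: 0% = vehicle and 100% = reference inhibitor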
Numbers without * were called inactive; i = inactive; ? = inconclusive; / = no result given; & = joins results of further samples.

Start of the data: the first 6 compounds, to show the layout:
SMILES	Mtb BioA inh	TcdB inh	GDH-TPI inh	FadD28 FP inh	UGM FP inh	Vc quorum ag	Yp Topo-I inh	PfHsp40 rescue	FBA Mtb inh
Cc1cc(NC(=O)CCC(=O)N(Cc2ccco2)C2(C(=O)NC3CCCCC3)CCCCC2)no1	2.5	2.0	-3	1.0	-0.2	-0.5	27	0.4	0
Cc1ccc(CNC(=O)CCS(=O)(=O)c2ccc3c(c2)NC(=O)CS3)cc1	12	-0.7	3	-4.9	0.0	i	9	0.2	-2
Cc1ccc(C(=O)OCC(=O)N2CCCCCC2)cc1S(=O)(=O)N1CCOCC1	-0.6	0.6	3	-4.1	4.2	i	2	1.2	0
Cc1cc(SCC(=O)N/N=C/c2ccc(O)c(O)c2)c(C)cc1Br	0.5	/	13	0.9	-0.6	i	5	0.7	2
Cc1cc(C(=O)CSc2nncs2)c(C)n1Cc1ccco1	6.4	0.5	4	-2.4	-0.9	-0.5	3	0.0	3
COCc1ccc(CN2CCCCC2C(=O)Nc2ccc(Oc3ccccc3)nc2)o1 (stereo unspecified)	2.4	0.1	-1	-3.2	-3.7	i	19	?	1

The whole of this part, from the start:
SMILES	Mtb BioA inh	TcdB inh	GDH-TPI inh	FadD28 FP inh	UGM FP inh	Vc quorum ag	Yp Topo-I inh	PfHsp40 rescue	FBA Mtb inh
Cc1cc(NC(=O)CCC(=O)N(Cc2ccco2)C2(C(=O)NC3CCCCC3)CCCCC2)no1	2.5	2.0	-3	1.0	-0.2	-0.5	27	0.4	0
Cc1ccc(CNC(=O)CCS(=O)(=O)c2ccc3c(c2)NC(=O)CS3)cc1	12	-0.7	3	-4.9	0.0	i	9	0.2	-2
Cc1ccc(C(=O)OCC(=O)N2CCCCCC2)cc1S(=O)(=O)N1CCOCC1	-0.6	0.6	3	-4.1	4.2	i	2	1.2	0
Cc1cc(SCC(=O)N/N=C/c2ccc(O)c(O)c2)c(C)cc1Br	0.5	/	13	0.9	-0.6	i	5	0.7	2
Cc1cc(C(=O)CSc2nncs2)c(C)n1Cc1ccco1	6.4	0.5	4	-2.4	-0.9	-0.5	3	0.0	3
COCc1ccc(CN2CCCCC2C(=O)Nc2ccc(Oc3ccccc3)nc2)o1 (stereo unspecified)	2.4	0.1	-1	-3.2	-3.7	i	19	?	1
O=C(NCC1CCCO1)c1ccc(COCC(F)(F)C(F)F)cc1 (stereo unspecified)	-2.0	1.1	4	1.6	-3.1	7.1	-9	1.7	1
COc1ccc(/C=C2\CCc3ccccc3C2=O)cc1Cn1nc(C)cc1C	0.2	/	12	-2.5	-0.5	i	34	6.9	2
O=C(NCc1cccnc1)C1C2C=CC(C2)C1C(=O)Nc1cccc(C(F)(F)F)c1 (stereo unspecified)	-1.2	0.2	-1	-6.4	/	5.9	1	/	-2
COc1ccc(CSc2n[nH]c(=O)[nH]c2=O)cc1	-1.1	1.0	4	-0.8	/	-3.3	-7	/	0
COc1ccc2c(c1)NP(=S)(Oc1ccccc1)N2 (stereo unspecified)	-1.6	0.5	16	-20	0.0	i	-3	-1.3	10
c1ccc(OC2CCCCC2N2CCOCC2)cc1 (stereo unspecified)	/	0.5	-2	0.3	/	-3.1	8	/	-1
O=c1[nH]c(CN2CCN(S(=O)(=O)c3ccc(Cl)cc3)CC2)nc2cc(Cl)ccc12	-0.8	/	5	0.2	-2.1	19	3	0.6	0
Cn1c(SCC(=O)NC(=O)c2cccc([N+](=O)[O-])c2)nnc1-c1ccc(F)cc1	/	-0.6	0	-0.5	-0.5	-0.3	3	-1.0	0
C[C@@H](CN1C2=NC[C@H](C)N2C[C@H]1Cc1ccc(O)cc1)NC(=O)CCC1CCCCC1	-0.1	-1.5	0	-2.0	2.1	i	-2	-0.8	1
CC(=O)N1CCN(c2ccc(NC(=O)c3ccc([N+](=O)[O-])o3)cc2Cl)CC1	-1.7	0.8	10	-0.3	0.8	i	-9	1.7	-6
COc1cc(CNCc2cccs2)ccc1OCC(N)=O	/	/	7	-3.3	1.9	i	-6	-0.8	-1
O=C(CC1C(=O)NCCN1Cc1c(F)cccc1Cl)NCCC1=CCCCC1 (stereo unspecified)	2.0	0.5	19	-1.6	3.2	3.7	-5	-1.7	5
O=C(Nc1ccc(Cl)cc1)NC1CCCCNC1=O (stereo unspecified)	-1.3	0.5	6	0.3	0.0	i	-3	/	-3
C=CCn1c(C)cc(C(=O)COc2nncc3ccccc23)c1C	-3.6	/	17	-0.5	-3.4	-5.6	-2	1.3	-11
COc1cccc(NC(=S)NCc2ccccc2)c1	1.9	0.3	-2	-2.6	1.1	0.3	5	4.2	1
COc1ccc(OCCNc2cc(Cl)ccc2[N+](=O)[O-])cc1	-1.2	1.2	6	1.1	1.5	-3.3	-8	-1.2	3
C/C(=N\NC(=O)C(C)n1nc(C)c([N+](=O)[O-])c1C)c1ccccc1O (stereo unspecified)	0.8	/	15	-0.9	-0.6	-0.1	2	-0.5	0
Cc1cc(C)n(C(=O)c2ccc(C)c(Br)c2)n1	1.2	-0.3	-3	-0.4	-1.7	i	6	-2.2	1
COc1ccc(C)cc1NC(=O)c1nnn(Cc2cccc(F)c2)c1N	-0.3	-1.0	5	-1.3	0.4	i	4	-0.1	-1
COc1ccc(-c2nc(N3CCN(C)CC3)sc2-c2ccc(OC)cc2)cc1	-4.5	1.8	12	0.8	-0.8	-0.2	-14	-0.5	5
Nc1ccc(C(=O)Nc2nc3ccccc3s2)cc1	0.9	2.2	34*	-0.6	-1.2	-0.3	-8	-1.1	6
Cc1c(C(=O)NCCN2CCCC(O)C2)oc2c(F)cccc12 (stereo unspecified)	-0.3	0.9	7	0.5	2.2	-1.2	6	0.4	1
CCCC(=O)OCC(=O)NCc1ccc(Cl)cc1	/	-0.2	0	-0.4	-0.9	i	5	3.0	-2
COCc1cc(C)nc(SCC(=O)Nc2ccccc2N2CCOCC2)c1C#N	8.3	-0.5	4	-0.6	-4.5	-0.2	28	-0.4	1
CCOC(=O)C1=C(C)Nc2ccccc2N=C1NC(=O)c1cccc(S(=O)(=O)NCc2ccccc2)c1	-1.2	/	9	0.3	1.1	/	20	0.5	1
CCc1cccc(C)c1NC(=O)C1CCCN(S(C)(=O)=O)C1 (stereo unspecified)	-1.9	-0.4	-1	-2.4	-2.8	2.0	-1	1.0	-1
CCN(CC)C(=O)c1[nH]cnc1C(=O)Nc1ccc(OC)cc1	-2.1	2.2	3	0.9	-1.6	i	5	0.6	0
CC(OC(=O)c1ccco1)C(=O)Nc1ccc(C(F)(F)F)cc1 (stereo unspecified)	0.4	-2.0	7	-2.4	-0.3	-3.1	-3	0.3	0
COc1ccc(CC(=O)c2ccccc2C(=O)O)cc1	-0.7	/	6	-1.7	1.5	-0.4	0	-0.4	0
CN1C(=O)/C(=C\c2ccc(N3CCCCC3)o2)C(=O)NC1=S	-0.4	/	-2	-2.8	-1.8	i	-1	-0.2	-12
COc1cc(OC)cc(C(=O)N[C@H](C(=O)Nc2cccc(S(=O)(=O)N3CCCC3)c2)C(C)C)c1	-1.2	0.6	-2	-11	0.6	-0.4	24	0.1	2
CSc1oc(-c2ccco2)nc1S(=O)(=O)c1ccc(C)cc1	-0.2	0.1	5	-3.3	-0.8	-0.1	7	-0.1	1
CSc1nsc(SCCN2C(=O)c3ccccc3C2=O)n1	-1.4	/	16	-1.8	0.4	i	3	-0.6	4
Cc1ccccc1NC(=O)c1cccc2nccnc12	0.2	/	-10	-2.1	-3.2	-1.0	-5	-0.8	-1
O=C(CN(Cc1cccs1)C(=O)CNS(=O)(=O)c1ccc(Cl)cc1)NCC1CCCO1 (stereo unspecified)	/	-0.6	-1	0.3	3.7	i	9	-0.1	-1
O=C(O)CSc1nc2c(c(C(F)(F)F)n1)CCc1ccccc1-2	/	0.3	12	-1.7	2.8	i	-9	-0.3	0
Cc1noc(C)c1S(=O)(=O)N(C)C[C@H]1Oc2ccc(NC(=O)NC3CCCCC3)cc2C(=O)N([C@H](C)CO)C[C@@H]1C	-5.3	-2.8	14	1.3	-0.9	1.2	2	0.6	0
C/C(CC(=O)Nc1ccc(N(C)C)cc1)=N\NC(=O)c1ccccc1F	-0.5	-11	3	2.6	-0.5	1.7	3	0.5	1
CCNc1ccccc1C(=O)O	-1.2	0.2	3	-0.5	1.4	-0.3	4	-0.4	78*
O=C(C1=C(O)C(=O)N(CCN2CCOCC2)C1c1cccc(Br)c1)c1cc2ccccc2o1 (stereo unspecified)	-0.6	1.0	10	0.9	0.5	-2.5	-1	0.1	134*
CC1CCCN(C(=O)c2cccc(S(=O)(=O)Nc3cc(C(F)(F)F)ccc3Cl)c2)C1 (stereo unspecified)	0.1	0.3	2	-2.1	1.1	i	15	5.8	-1
CC(/C=N/NC(=O)c1cccnc1)=C\c1ccco1	6.6	-1.5	12	-1.3	3.8	-0.3	-1	-1.8	6
O=C(O)CC(C(=O)Nc1ccc(Cl)cc1)N1CCCCCC1 (stereo unspecified)	1.5	1.8	-4	-2.8	0.3	i	-10	0.6	0
Cc1n[nH]c(=O)n1-c1ccc(C(C)(C)C)cc1	/	-0.2	7	-0.8	-2.4	3.2	4	-0.7	9
COc1ccc(S(=O)(=O)N(CC(=O)NCC2CCCO2)c2ccc(Cl)cc2)cc1 (stereo unspecified)	/	1.3	1	0.2	-2.6	-0.1	8	0.3	6
O=C(Nc1ccccc1Cl)c1ccccc1CC(O)(c1ccccc1)c1ccccc1	/	0.6	6	-1.1	/	-2.9	-13	/	5
CCCCCCCC(O)CC(CC1CCCCC1)C(=O)NN (stereo unspecified)	/	/	8	-0.3	-2.8	-0.3	-1	-1.5	1
CC(Sc1nnc(C2CCCCC2)n1N)C(=O)NCc1ccc2c(c1)OCO2 (stereo unspecified)	-1.2	/	8	-0.2	4.6	-0.8	2	0.7	0
COc1ccc([N+](=O)[O-])cc1NC(=O)C1(c2ccc(OC)c(OC)c2)CCOCC1	/	0.1	6	-3.9	-0.1	-0.2	1	2.1	-2
CCN(CC)S(=O)(=O)c1ccc(N2CCOCC2)c(NS(=O)(=O)c2ccc(C)cc2)c1	/	0.8	-8	-2.8	2.2	-0.3	-5	-0.1	-5
O=S1(=O)N[C@@H](Cc2ccccc2)COc2ccc(Cl)cc21	0.7	1.0	-3	-2.9	/	-0.4	0	/	-1
CCN(CC)S(=O)(=O)c1cccc(NC(=O)COC(=O)C2=COCCO2)c1	0.7	0.4	0	-1.8	-1.4	-3.8	-4	-0.7	-2
CCCCNC(=O)c1ccccc1NC(=O)CN(c1ccccc1)S(=O)(=O)N(C)C	/	/	0	-1.2	0.3	0.6	3	2.0	6
COc1ccc(C)cc1NC(=O)c1cnc2scc(C)n2c1=O	-2.1	0.2	16	1.5	/	-0.2	4	-1.6	4
Carrying on.
SMILES	Mtb BioA inh	TcdB inh	GDH-TPI inh	FadD28 FP inh	UGM FP inh	Vc quorum ag	Yp Topo-I inh	PfHsp40 rescue	FBA Mtb inh
Cc1cc(NC(=O)COC(=O)COc2ccc(Cl)c(C)c2)no1	0.4	-0.5	2	-2.7	/	i	5	/	-2
COc1ccc(C(C)=O)cc1COC(=O)Cc1n[nH]c(=O)c2ccccc12	1.3	/	17	-1.9	-0.1	-0.7	1	-0.5	-3
COc1ccc(C2N=C(c3ccccc3)C(C)(C)N2O)cc1 (stereo unspecified)	4.9	5.6	1	-1.3	-5.0	-4.2	4	0.0	-1
C[C@H](CO)N1C[C@H](C)[C@@H](CN(C)C(=O)c2cnccn2)Oc2ncc(Br)cc2C1=O	0.9	1.1&0.1	12	-1.6	/	i	1	/	6
CC(=O)Nc1cccc(C(=O)N/N=C/c2c[nH]c3ccccc23)c1	-0.6	-1.3	20	/	0.2	i	-7	-0.9	-1
COc1ccc(-c2nc(CS(=O)(=O)CC(=O)NCCc3ccc(C)cc3)c(C)o2)cc1	-0.4	0.3	14	-2.1	-3.0	-2.1	5	-0.5	3
CC(C)NS(=O)(=O)c1ccc(NC(=O)C(C)OC(=O)CCC2CCCC2)cc1 (stereo unspecified)	-1.9	1.2	12	-0.3	-0.3	-0.7	29	-0.6	3
O=C(CCCN1C(=O)C(c2ccccc2)Oc2cccnc21)Nc1cccc(F)c1 (stereo unspecified)	5.2	-0.4	2	-3.8	1.0	i	13	3.3	-2

Hits appear at their usual frequency (roughly 4.6% active in at least one column).
